Screens as filed in PubChem BioAssay.
697 NFkB inh = inhibitors of PMA/ionomycin-induced NF-kB reporter, 697 cells, primary screen, B-cell NF-kB inhibitor project, cell-based, luminescence, uHTS; AID 435022, 2010; inhibition, % at 4 µM; 697 B-cell NF-kB luciferase reporter, 16 h; hit rate 0.33% among 330,000; in the data active = inhibition above about 35%
APJ ag = agonists of human apelin receptor APJ, primary screen, CHO-K1 cells, PathHunter beta-arrestin, luminescence. P35414. 0% DMSO wells, 100% apelin. activation, % at 20 µM. hit rate 0.11% among 330,000;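 active = activation more than six SD over the plate average, tested at 20 µM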;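 note: 0% = DMSO alone and 100% = apelin-13 at 10 nM; some results filed as inactive read as strong as hits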
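Assay system: CHO-K1 APJ beta-arrestin complementation cell line / Compound: single test compound dose, 20 µM final, 1% DMSO / Times: overnight seeding, 90 min compound at 25 °C, 1 h detection / Technique: beta-gal luminescence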
UPR CHOP act = activators of apoptotic CHOP UPR arm, primary screen, cell-based, CHO-CHOP luciferase reporter, luminescence, uHTS; UPR activation; percent of tunicamycin response over DMSO baseline; hit rate 0.34% among 330,000; activation, % at 10 µM;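 active = at 10 µM dose, activation of 40% or more, normalized to positive control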;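 note: 100% = tunicamycin at 10 µg/mL and 0% = DMSO alone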
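System: CHO-CHOP luciferase reporter cell line; amount: 500 cells/well; buffer or medium: F12 medium containing 10% fetal bovine serum; incubation: 6 h compound exposure at 37 °C after overnight seeding; measured by: luciferase luminescence after 10 min with Steady-Glo reagent; evaluation: % reporter activation, DMSO baseline versus tunicamycin full activation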
tim23-1 inh = growth inhibitors of tim23-1 mutant yeast, primary screen, luminescence, uHTS; S. cerevisiae tim23-1 growth, BacTiter-Glo luminescence, 24 h; inhibition, % at 20 µM; hit rate 1.3% among 330,000;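 active = growth inhibition of the mutant yeast at or above 50%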;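 note: temperature-sensitive mutant grown at 25 °C; plate controls were DMSO-treated mutant yeast for no effect and medium wells lacking yeast for full effect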
Mdm2-MdmX inh = inhibitors of human Mdm2-MdmX association, primary screen, cell-based, luminescence, split luciferase, SaOS-2, uHTS; AID 485346, 2010; Protein Mdm4 (Homo sapiens) + E3 ubiquitin-protein ligase Mdm2 (Homo sapiens), …; inhibition, % at 8 µM; hit rate 3% among 330,000; SaOS-2 split-luciferase Mdm2/MdmX complementation;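 active = inhibition of at least 50% at 8 µM in the primary screen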
APJ antagonist = antagonists of human apelin receptor APJ, primary screen, CHO-K1 cells, beta-arrestin complementation, luminescence | P35414 | inhibition, % at 20 µM | hit rate 0.32% among 330,000 | AID 2521, 2010;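 active = inhibition above about 40% at 20 µM, limit read from the data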;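 note: cells challenged with 10 nM apelin-13 agonist together with compound; plate controls were apelin-13 plus DMSO wells for no effect and DMSO wells lacking apelin-13 for full effect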
UPR XBP1 act = activators of adaptive XBP1 UPR arm, primary screen, cell-based, CHO-XBP1 luciferase reporter, luminescence, uHTS | IRE1-XBP1 UPR activation; percent of tunicamycin response, DMSO as zero | activation, % at 20 µM | hit rate 0.33% among 330,000 | AID 463104, 2010;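 active = versus positive control, 20 µM dose yields 30% or more activation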;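 note: 100% = tunicamycin at 10 µg/mL and 0% = DMSO only wells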
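incubation = overnight seeding at 37 °C, 6 h compound treatment at 37 °C | assay system = CHO-XBP1 cells stably carrying IRE1-XBP1-driven luciferase reporter | input = 1000 cells per well | detection = luciferase luminescence | dosing = single point, 20 µM final compound, 1% DMSO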
Jurkat NFkB inh = inhibitors of induced NF-kB luciferase reporter, primary screen, TCR NF-kB activation inhibitor project, cell-based, luminescence, uHTS. Jurkat, PMA/ionomycin-induced NF-kB luciferase reporter. inhibition, % at 4 µM. hit rate 0.53% among 330,000; in the data active = inhibition above about 50%
Numbers without * were called inactive.

Structure	tim23-1 inh	697 NFkB inh	UPR XBP1 act	APJ antagonist	APJ ag	Mdm2-MdmX inh	UPR CHOP act	Jurkat NFkB inh
Cc1ccc(S(=O)(=O)CC(=O)NC2CC2)cc1	9	18	-2	0	-6	28	-1.5	-3
COC(=O)c1c(NC(=O)c2ccco2)sc(C(=O)Nc2ccc(F)cc2)c1C	22	-91	3	6	0	14	6.0	-74
COc1ccc(S(=O)(=O)NCc2cccnc2)cc1	12	6	-1	9	-1	4	0.9	21
Cc1cc(N2CC(C(=O)Nc3nccs3)CC2=O)ccc1C(C)C (configuration not stated)	22	-12	-3	0	1	11	0.1	7
COc1ccc(CN(C)CC(=O)Nc2ccccc2C(=O)NC2CC2)cc1	11	17	-1	-8	-3	24	0.0	2
COc1cc(/C=C(/C#N)C(=O)Nc2ccccc2)ccc1OCc1ccc(C(=O)O)cc1	15	17	1	5	0	-2	1.5	1
Cn1c(C(=O)NCCOc2ccccc2Cl)cc(=O)n(C)c1=O	5	-5	-1	-10	0	-3	7.5	-2
O=C(NCc1ccco1)c1ccc([N+](=O)[O-])o1	29	11	4	-38	5	6	1.5	-6
CCc1ccccc1NC(=O)CSc1nnc([C@@H]2CCCN2C(=O)OC(C)(C)C)o1	21	36*	0	-3	-4	-2	-1.9	-15
COCCCN1C(=O)C(O)=C(C(=O)c2ccco2)C1c1cccc(Br)c1 (configuration not stated)	-3	3	-2	14	-2	11	0.4	-16

Compounds from the list above that have sulfur (5):
Structure	tim23-1 inh	697 NFkB inh	UPR XBP1 act	APJ antagonist	APJ ag	Mdm2-MdmX inh	UPR CHOP act	Jurkat NFkB inh
Cc1ccc(S(=O)(=O)CC(=O)NC2CC2)cc1	9	18	-2	0	-6	28	-1.5	-3
COC(=O)c1c(NC(=O)c2ccco2)sc(C(=O)Nc2ccc(F)cc2)c1C	22	-91	3	6	0	14	6.0	-74
COc1ccc(S(=O)(=O)NCc2cccnc2)cc1	12	6	-1	9	-1	4	0.9	21
Cc1cc(N2CC(C(=O)Nc3nccs3)CC2=O)ccc1C(C)C (configuration not stated)	22	-12	-3	0	1	11	0.1	7
CCc1ccccc1NC(=O)CSc1nnc([C@@H]2CCCN2C(=O)OC(C)(C)C)o1	21	36*	0	-3	-4	-2	-1.9	-15

(continued)
Structure	tim23-1 inh	697 NFkB inh	UPR XBP1 act	APJ antagonist	APJ ag	Mdm2-MdmX inh	UPR CHOP act	Jurkat NFkB inh
CCn1c(SCC(=O)c2ccc(C)cc2)nnc1-c1ccoc1C	11	11	-4	12	3	-30	4.2	-3
O=C(OCC(=O)N1CCN(c2ccccc2)CC1)c1ccc([N+](=O)[O-])s1	-41	15	0	-19	5	13	-0.6	6
CCn1cc(CCC(=O)NC(C)c2ccccc2)c2ccccc21 (configuration not stated)	18	5	0	-1	-1	-3	0.3	10
Cc1cc(C)nc(Sc2ccc3nnc(C(F)(F)C(F)(F)C(F)(F)F)n3n2)n1	8	-8	-3	9	0	-8	-0.2	2
CCN(CC(=O)NCc1cccs1)c1ccc(S(=O)(=O)N2CCOCC2)cn1	16	1	-1	9	-1	27	1.7	-1
O=C(Oc1cccc(Cl)c1)N1CCOCC1	16	9	-3	17	1	-8	0.1	14
Cc1ccc(N(CC(=O)NCC2CCCO2)C(=O)CCC(=O)Nc2cc(C)on2)cc1 (configuration not stated)	3	6	5	3	-3	14	4.0	-7
O=C(CC1C(=O)NCCN1Cc1ccc(F)cc1)NC1CCCCCCC1 (configuration not stated)	21	4	-9	0	-3	19	-1.9	-7
CC(=O)N(C(C)=O)c1ccc2nc(C)[nH]c(=O)c2c1	-4	25	2	24	-2	29	-2.4	13
COC(=O)C[C@H]1c2cc(C(F)(F)F)ccc2S(=O)(=O)N1Cc1ccccc1OC	16	12	0	-27	-3	17	-0.8	13
S=C(c1ccc(OCc2ccccc2)cc1)N1CCCC1	32	-5	2	-6	-1	-38	5.5	-45
COc1ccc(Sc2cnn(-c3ccccc3)c(=O)c2Cl)cc1	45	-21	-1	7	0	25	-2.1	1
Cc1ccc(OCCn2cnc3ccccc3c2=O)c([N+](=O)[O-])c1	-5	-94	2	-8	2	-50	6.2	-100
Cc1ccc(S(=O)(=O)N2CCC(C(=O)NCCC3=CCCCC3)CC2)c(C)c1	23	12	-4	-55	2	17	1.0	-11
Cn1cc(CN2CCCC(C(=O)c3ccc(-c4ccccc4)c(F)c3)C2)cn1 (configuration not stated)	-178	-7	1	-23	-2	-20	-0.4	-7
O=C(CN1C(=O)c2ccccc2S1(=O)=O)Nc1ccc(S(=O)(=O)N2CCCCC2)cc1	-15	11	0	2	1	1	2.0	3
CC(=O)N1CC2(c3ccccc3)CN(C(C)=O)CC(c3ccccc3)(C1)C2=O	4	23	-2	3	-1	-8	0.2	7
O=C(c1ccc2c(c1)OCO2)C1CCCN(C2CCN(CCc3ccccc3)CC2)C1 (configuration not stated)	-151	1	-1	-7	-2	30	0.4	44
CC(=O)C1=C(O)C(=O)N(c2ccc(O)cc2)C1c1cccc([N+](=O)[O-])c1 (configuration not stated)	13	11	1	20	0	3	0.9	1
CC(=O)NC1=NN(C(C)=O)C(c2ccc(C)cc2)S1 (configuration not stated)	7	-8	0	-13	0	3	3.4	-10
O=C(Cc1ccccc1)Nc1ccc(NC(=O)c2ccco2)cc1Cl	-13	9	4	-14	2	30	1.0	-7
O=C(c1ccccc1)c1cncc(Br)c1	6	-5	4	-16	-6	20	-0.6	-1
O=C(CNC(=O)c1cccc(F)c1)OCC(=O)N1CCCCC1	12	0	0	-2	-8	-14	1.2	-10
O=C1CC(C(=O)Nc2ccc(Br)cc2)S/C(=N\N=C\c2ccco2)N1 (configuration not stated)	7	-4	-3	17	1	11	0.7	9
CN(CC(=O)Nc1cccc(F)c1)C(=O)c1ccc(N2CCCCCC2)c([N+](=O)[O-])c1	22	-11	-1	21	-3	26	0.3	-8
CSc1cccc(N2CC(C(=O)N(CC(C)C)c3c(N)n(Cc4ccccc4)c(=O)[nH]c3=O)CC2=O)c1 (configuration not stated)	12	7	3	17	-5	-3	1.0	7
Cc1ccc2[nH]c(=O)c(CN(Cc3ccco3)C(=O)N3CCOCC3)cc2c1	9	3	-3	0	-1	9	-0.4	8
CC1(C)Cc2nc3nc(SCC(=O)NCCc4ccccc4)n(-c4ccccc4)c(=O)c3cc2CO1	6	1	0	-3	-1	-20	1.2	-5
COc1ccc(N2CCN(c3ncnc4c3[nH]c3ccccc34)CC2)cc1	14	11	-1	-29	7	16	2.4	30
CCCCN(Cc1cc2cc(OC)ccc2[nH]c1=O)C(=O)c1ccco1	7	-19	-5	-5	-3	38	-1.9	7
COc1cc(N)c(Cl)cc1C(=O)OCC(=O)NCc1cccs1	15	11	0	3	-4	1	0.5	0
CCOC(=O)c1sc(NC(NC(=O)c2ccco2)(C(=O)OC)C(F)(F)F)nc1C (configuration not stated)	14	12	-4	9	-6	16	-0.1	5
COc1cc(NC(=O)CSc2ccc(-c3ccco3)nn2)cc(OC)c1	19	-14	-3	-32	3	23	-0.6	9
COCC(=O)N(C)C1(c2nnnn2CCOC(=O)Nc2cccc3ccccc23)CCCC1	1	7	-1	-7	-2	-8	-2.4	9
C/C(=N\NC(=O)c1cc(-c2ccco2)nc2ccccc12)c1cccnc1	5	19	-3	8	-2	-17	1.0	-3
COc1ccc(CCN2CC(C(=O)NCCc3ccc(C)cc3)CC2=O)cc1OC (configuration not stated)	2	9	-1	-33	-5	-20	3.7	15
COc1ccc(NC(=O)CSc2nc(O)c(Cc3ccccc3)c(=O)[nH]2)cc1	9	21	-2	-26	-4	-37	0.4	-3
CC1CCCC(NC(=O)CN(C)S(=O)(=O)c2cnc[nH]2)C1C (configuration not stated)	0	0	-3	11	-2	7	0.4	1
O=S(=O)(N/N=C\c1ccc2c(c1)OCO2)c1ccc(Cl)cc1	27	-13	1	6	0	15	-0.3	-12
CCOC(=O)c1csc(NC(=O)CSc2nnnn2-c2ccc3c(c2)OCCO3)n1	-5	-48	-1	13	-4	19	-1.5	-19
O=C(COc1ccccc1)Nc1nc2cc3c(cc2s1)OCO3	22	-24	2	-10	12	-32	1.9	-5
Cc1noc(C)c1N=Nc1ccc(Br)cc1C(=O)O	-2	1	-2	7	-4	1	-2.4	7
CCOc1ccc(Oc2ccc(C(F)(F)F)cc2N)cc1	13	-32	-2	1	-2	5	5.2	-19
O=C1[C@@H]2[C@H](C(=O)N1O)[C@H]1C=C[C@@H]2C1	6	16	-1	8	-4	9	-0.4	5
O=C(NCc1ccco1)/C(=C\c1cccc([N+](=O)[O-])c1)NC(=O)c1ccco1	8	7	-3	-36	-3	26	2.1	7
C=CCOC(=O)C1=C(C)NC(SCC(=O)N(CC)CC)=C(C#N)C1c1ccccc1 (configuration not stated)	25	-117	-4	21	4	4	1.0	-7
CC(=O)c1ccc(O)c(CSc2nncn2C)c1	-2	11	1	-12	-1	12	0.8	9
O=C(NC1CCCCC1)C1Cc2ccccc2CN1S(=O)(=O)c1ccc(F)cc1 (configuration not stated)	37	22	-1	5	0	-7	-2.7	7
Cc1cccc(C)c1NS(=O)(=O)c1cc2c3c(c1)CC(=O)N3CCC2	10	9	-5	-8	1	19	-2.9	-6

Compounds were not picked by outcome (roughly 5% active in at least one column).
